Compound activity: PubChem, several laboratories
IDE inh: human IDE inhibitors in live cells, primary screen, fluorescence polarization, HEK cells, FAbetaB substrate | Insulin-degrading enzyme (Homo sapiens), P14735 | FAbetaB cleavage | inhibition, % at 5.59 µM | 0.41% of 320,000 active;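 active = percent inhibition above the average of all tested compounds plus 3 SD, set per screening campaign, cut at about 16% in these data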;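 note: IDE supplied by intact live HEK cells; FP after avidin binding of uncleaved biotin substrate so inhibition keeps polarization high; 0% = DMSO wells and 100% = 60 µM reference IDE inhibitor Ii1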
PHOSPHO1 inh: PubChem AID 1565; inhibition, % at 13.3 µM; Phosphoethanolamine/phosphocholine phosphatase (Homo sapiens), Q8TCT1; 1.1% of 290,000 active; recombinant PHOSPHO1, absorbance phosphatase assay; in the data active = inhibition above about 60%
MEKK3 PB1 HTS: modulators of MEKK3-MEK5 PB1 binding, primary screen, biochemical, wildtype MEKK3, multiplex bead flow cytometry, Alexa488-MEK5. AID 1529, 2009. Mitogen-activated protein kinase kinase kinase 3 (Homo sapiens), Q99759. binding response (% of control), % at 10 µM. bead-based flow cytometry, Alexa488-MEK5 binding to MEKK3; actives lie on both sides; 0 = blocked by unlabeled MEK5, 100 = vehicle. 1.4% of 290,000 active;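 active = binding response more than 3 SD above or below the average of its plate-row segment, actives on both sides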;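 note: Alexa488 bead fluorescence after subtracting the streptavidin-only scavenger bead signal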
Target sequence (Q99759 whole entry, looked up): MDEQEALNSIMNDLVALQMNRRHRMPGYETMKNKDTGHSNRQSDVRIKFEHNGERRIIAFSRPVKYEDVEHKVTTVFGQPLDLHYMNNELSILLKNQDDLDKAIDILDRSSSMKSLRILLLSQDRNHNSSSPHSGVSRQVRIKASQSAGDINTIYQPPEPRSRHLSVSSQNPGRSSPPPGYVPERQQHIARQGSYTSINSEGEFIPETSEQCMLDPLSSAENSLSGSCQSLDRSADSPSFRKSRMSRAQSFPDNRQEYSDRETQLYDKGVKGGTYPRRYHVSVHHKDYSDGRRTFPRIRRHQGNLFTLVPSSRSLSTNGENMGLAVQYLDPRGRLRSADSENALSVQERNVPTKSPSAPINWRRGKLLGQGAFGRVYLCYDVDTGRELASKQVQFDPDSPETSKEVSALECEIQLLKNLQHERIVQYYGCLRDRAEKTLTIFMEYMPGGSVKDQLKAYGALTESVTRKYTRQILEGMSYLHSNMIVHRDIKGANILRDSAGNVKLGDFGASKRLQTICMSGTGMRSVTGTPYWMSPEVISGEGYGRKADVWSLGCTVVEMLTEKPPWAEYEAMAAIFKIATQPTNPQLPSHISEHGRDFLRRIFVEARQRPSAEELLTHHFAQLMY
p-CIP stab down: p/CIP-EGFP fusion destabilizers, primary screen, fluorescence, F442A cells | 16 h | decrease of EGFP signal, % at 10 µM | 0.01% of 290,000 active | AID 1984, 2009;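 active = EGFP signal decrease of at least 30% at 10 µM or well 3 SD below plate mean, unless failing retest; inactive = the rest, including hits failing retest or dose response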; note: some compounds called inactive have numbers as strong as hits; many of its hits are not listed in these tables
CRFBP-R2 block: antagonists of CRF-BP/CRF-R2 complex, primary screen, cell-based, HEK293, calcium dye fluorescence, uHTS. CRF-induced calcium fluorescence. inhibition, % at 11.8 µM. 0.59% of 350,000 active;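 active = inhibition of the ligand-induced calcium signal above about 50% at the single tested concentration, limit read from the data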
M4 PAM: human M4 muscarinic receptor positive allosteric modulators, primary screen, CHO-K1 cells, Fluo-8 calcium fluorescence; Muscarinic acetylcholine receptor M4 (Homo sapiens), P08173; CHO-K1 hM4/Gqi5, ACh EC20; 0% = ACh EC20, 100% = maximal ACh; 0.4% of 360,000 active; activation, % at 3 µM;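 active = activation above its plate's cutoff, the mean activation of sample wells plus 3 SD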; note: some results filed as inactive read as strong as hits
Target sequence (P08173 whole entry, looked up): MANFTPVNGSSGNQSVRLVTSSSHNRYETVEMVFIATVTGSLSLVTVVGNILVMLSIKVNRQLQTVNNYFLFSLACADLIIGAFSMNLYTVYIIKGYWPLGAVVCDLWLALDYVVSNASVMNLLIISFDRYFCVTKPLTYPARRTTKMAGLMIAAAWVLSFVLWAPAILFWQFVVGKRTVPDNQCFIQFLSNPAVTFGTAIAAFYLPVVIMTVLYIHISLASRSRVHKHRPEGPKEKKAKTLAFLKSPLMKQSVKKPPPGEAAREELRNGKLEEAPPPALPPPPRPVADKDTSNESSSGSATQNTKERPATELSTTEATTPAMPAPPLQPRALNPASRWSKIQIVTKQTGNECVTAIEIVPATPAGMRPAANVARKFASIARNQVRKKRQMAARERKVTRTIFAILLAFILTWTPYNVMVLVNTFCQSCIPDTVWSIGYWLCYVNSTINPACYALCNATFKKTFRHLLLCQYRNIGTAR
IDE act: human IDE activators in live cells, primary screen, fluorescence polarization, HEK cells, FAbeta-B substrate; Insulin-degrading enzyme (Homo sapiens), P14735; 0.073% of 340,000 active; activation, % at 5.96 µM; FAbeta-B cleavage; 0% vehicle, 100% cell-free pure enzyme wells;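 active = activation above the mean of all tested compounds plus 3 SD, set per screening campaign, cut at about 17% in these data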
CRFR2-BP ag: agonists of CRF-BP/CRF-R2 complex, primary screen, cell-based, HEK293, calcium dye fluorescence, uHTS; CRF-binding protein / CRF receptor 2 complex (human); calcium dye fluorescence (FLIPR); percent of saturating CRF peptide response; activation, % at 13.2 µM; 0.46% of 350,000 active;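 active = activation of at least 50%, plus an integration ratio under a set limit after plate pattern correction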;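 note: plate controls were neutral control wells without compound for no effect and CRF at EC100 for full effect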
GalR3 antag: GalR3 antagonists in HEK293 cells, primary screen, cell-based, fluorescence readout. Galanin receptor type 3 (Homo sapiens), O60755. HEK293 GalR3-CNG cAMP membrane potential fluorescence; galR3 body fused to GalR1 C-terminus. inhibition, % at 3 µM. 0.44% of 360,000 active. AID 651719, 2012;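 active = inhibition above the screen-wide average plus 3 SD, cut at about 13% in these data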;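 note: forskolin and galanin both at EC90 stimulate the cells; cAMP rise reported by CNG channel membrane potential dye signal; 0% = forskolin plus galanin with DMSO and 100% = forskolin alone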
Active calls of the source: *; & = joins results of further samples.

O=C(Nc1ccc2c(c1)OCCO2)C1CCN(S(=O)(=O)Cc2ccccc2)CC1 was read as IDE inh 2, PHOSPHO1 inh -14, MEKK3 PB1 HTS 100, p-CIP stab down -7, CRFBP-R2 block -14, M4 PAM -4, IDE act 2, CRFR2-BP ag -1.0 and GalR3 antag -3.
`O=C(NN1C(=O)c2ccccc2NC1c1ccccn1)c1ccccc1` (centres undefined) gave IDE inh 0, PHOSPHO1 inh -18, MEKK3 PB1 HTS 99, p-CIP stab down -25, CRFBP-R2 block 12, M4 PAM 1, IDE act 0, CRFR2-BP ag -1.7 and GalR3 antag -11.
COc1cc(CN2CCCC(N3CCN(c4ccc(F)cc4)CC3)C2)ccc1F (centres undefined) was read as IDE inh -1, PHOSPHO1 inh 39, MEKK3 PB1 HTS 103, p-CIP stab down 3, CRFBP-R2 block -9, M4 PAM 3, IDE act -5, CRFR2-BP ag 3.0 and GalR3 antag -11.
COc1ccccc1-n1ccnc1SCC(=O)NCC1CCCO1 (centres undefined) was read as IDE inh 2, PHOSPHO1 inh 20, MEKK3 PB1 HTS 99, p-CIP stab down 3, CRFBP-R2 block 3, M4 PAM 4, IDE act 6, CRFR2-BP ag 0.2 and GalR3 antag -7.
`Cc1ccc(-c2cc(-c3ccccc3Cl)[nH]n2)c(O)c1` gave IDE inh 0, PHOSPHO1 inh 6, MEKK3 PB1 HTS 105, p-CIP stab down 0, CRFBP-R2 block -14, M4 PAM 12, IDE act -2, CRFR2-BP ag -0.7 and GalR3 antag -2.
Screening CC1CCN(C(=O)CCC(=O)Nc2nnc(C(F)(F)F)s2)CC1 returned IDE inh -7, PHOSPHO1 inh 32, MEKK3 PB1 HTS 102, p-CIP stab down 10, CRFBP-R2 block -6, M4 PAM 3, IDE act 4 and CRFR2-BP ag 0.3.
Screening O=C(NCC(=O)N(Cc1ccccc1)C(C(=O)NC1CCCC1)c1cccnc1)c1ccco1 (centres undefined) returned IDE inh 1, PHOSPHO1 inh 199*, MEKK3 PB1 HTS 93, p-CIP stab down 2, CRFBP-R2 block -2, M4 PAM 18*, IDE act 3, CRFR2-BP ag 1.6 and GalR3 antag -5.
COc1ccc(NC(=O)c2ccco2)cc1NC(=O)c1ccc(C#N)cc1F was read as IDE inh 0, PHOSPHO1 inh 23, MEKK3 PB1 HTS 97, p-CIP stab down -5, CRFBP-R2 block -13, M4 PAM 4, IDE act 4, CRFR2-BP ag -5.4 and GalR3 antag -3.
Cc1ccc(OCC(=O)NNC(=O)C2CCN(c3nc(C)cc(C)n3)CC2)cc1 was read as IDE inh 3, PHOSPHO1 inh -18, MEKK3 PB1 HTS 87, p-CIP stab down -9, CRFBP-R2 block -10, M4 PAM -6, IDE act -3, CRFR2-BP ag -0.3 and GalR3 antag -1.
Screening O=Cc1ccc(-c2ccccc2OC(F)(F)F)o1 returned IDE inh -1, PHOSPHO1 inh 9, MEKK3 PB1 HTS 105, p-CIP stab down -14, CRFBP-R2 block -2, M4 PAM 15, IDE act 3, CRFR2-BP ag -2.9 and GalR3 antag 6.
NC(=O)Nc1ccc(C(=O)OCC(=O)NC2CCCCC2)cc1 was read as IDE inh 0, PHOSPHO1 inh 9, MEKK3 PB1 HTS 98, p-CIP stab down 4, CRFBP-R2 block 4, M4 PAM -2, IDE act 5, CRFR2-BP ag -0.3 and GalR3 antag -7.
CC12CC3CC(C)(C1)CC(C(=O)NCc1ccco1)(C3)C2 was read as IDE inh -2, PHOSPHO1 inh 7, MEKK3 PB1 HTS 108, p-CIP stab down 8, CRFBP-R2 block -2, M4 PAM -6, IDE act 6, CRFR2-BP ag 0.9 and GalR3 antag 3.

Reprinted from the part before: 2 entries, followed by the next part.
NC(=O)Nc1ccc(C(=O)OCC(=O)NC2CCCCC2)cc1 was read as IDE inh 0, PHOSPHO1 inh 9, MEKK3 PB1 HTS 98, p-CIP stab down 4, CRFBP-R2 block 4, M4 PAM -2, IDE act 5, CRFR2-BP ag -0.3 and GalR3 antag -7.
CC12CC3CC(C)(C1)CC(C(=O)NCc1ccco1)(C3)C2 was read as IDE inh -2, PHOSPHO1 inh 7, MEKK3 PB1 HTS 108, p-CIP stab down 8, CRFBP-R2 block -2, M4 PAM -6, IDE act 6, CRFR2-BP ag 0.9 and GalR3 antag 3.
Screening Cn1c(N)c(C(=O)COC(=O)CNC(=O)c2ccc(Cl)cc2Cl)c(=O)n(C)c1=O returned IDE inh 2, CRFBP-R2 block 4, M4 PAM 2, IDE act 3, CRFR2-BP ag -1.8 and GalR3 antag -6.
`CC(=O)c1ccc(N2CCC(C(=O)O)CC2)cc1` gave IDE inh 2, PHOSPHO1 inh -128, MEKK3 PB1 HTS 101, p-CIP stab down -2, CRFBP-R2 block 28, M4 PAM 1, IDE act -2, CRFR2-BP ag 0.1 and GalR3 antag -5.
For N#Cc1c(SCC(N)=O)nc(-c2ccccc2)c2c1CCCC2 the results were IDE inh 0, PHOSPHO1 inh 5, MEKK3 PB1 HTS 103, p-CIP stab down -2, CRFBP-R2 block 10, M4 PAM -4, IDE act -5, CRFR2-BP ag 0.4 and GalR3 antag -2.
For COc1cc(C(=O)N(CCCO)Cc2cc3ccc(C)c(C)c3[nH]c2=O)cc(OC)c1OC the results were IDE inh 5, PHOSPHO1 inh 1, MEKK3 PB1 HTS 95, p-CIP stab down 12, CRFBP-R2 block -5, M4 PAM 4, IDE act 2, CRFR2-BP ag 0.0 and GalR3 antag -3.
Screening CNC(=O)c1csc(-c2ccc(Cl)cc2)n1 returned IDE inh 2, PHOSPHO1 inh 51, MEKK3 PB1 HTS 106, p-CIP stab down -7, CRFBP-R2 block -7, M4 PAM 3, IDE act 3, CRFR2-BP ag -1.5 and GalR3 antag -6.
`N#Cc1ccccc1CSc1nc2ncc(Br)cc2[nH]1` gave IDE inh 0, PHOSPHO1 inh 0, MEKK3 PB1 HTS 105, p-CIP stab down -10, CRFBP-R2 block 5, M4 PAM 2&-3, IDE act 0, CRFR2-BP ag 1.9 and GalR3 antag -2&-5.
Cn1nnnc1NCc1c(F)cccc1Cl was read as IDE inh 0, PHOSPHO1 inh 34, MEKK3 PB1 HTS 100, p-CIP stab down -1, CRFBP-R2 block -1, M4 PAM 1, IDE act 2, CRFR2-BP ag 0.1 and GalR3 antag -11.
For Cc1coc2cc3oc(=O)ccc3cc12 the results were IDE inh -4, PHOSPHO1 inh 28, MEKK3 PB1 HTS 97, p-CIP stab down -7, CRFBP-R2 block 17, M4 PAM 1, IDE act -4, CRFR2-BP ag -6.6 and GalR3 antag -8.
Screening COc1ccc(S(=O)(=O)Nc2cc(C)ccc2OC)cc1C returned IDE inh 1, PHOSPHO1 inh 31, MEKK3 PB1 HTS 96, p-CIP stab down -7, CRFBP-R2 block 10, M4 PAM -4, IDE act 2, CRFR2-BP ag 0.1 and GalR3 antag -8.
For Cc1nc(C(=O)NC2CC2)sc1C1(C)CC(c2cccc([N+](=O)[O-])c2)=NO1 (centres undefined) the results were IDE inh 1, PHOSPHO1 inh 30, MEKK3 PB1 HTS 99, p-CIP stab down 0, CRFBP-R2 block 3, M4 PAM 0, IDE act 7, CRFR2-BP ag 1.1 and GalR3 antag -2.
`CCOC(=O)CN(C(=O)CNC(=O)c1cccs1)C(C(=O)NC1CCCCC1)c1cccnc1` (centres undefined) gave IDE inh -4, PHOSPHO1 inh -9, MEKK3 PB1 HTS 104, p-CIP stab down -9, CRFBP-R2 block -3, M4 PAM 11, IDE act 8, CRFR2-BP ag -0.9 and GalR3 antag -4.
For COc1ccc(Nc2nc3ccc(OC)cc3s2)cc1 the results were IDE inh 7, PHOSPHO1 inh 36, MEKK3 PB1 HTS 94, p-CIP stab down 6, CRFBP-R2 block -18, M4 PAM -9, IDE act 1, CRFR2-BP ag 8.8 and GalR3 antag 2.
Screening COc1cc(Cl)c(C)cc1NC(=S)NN returned IDE inh 3, PHOSPHO1 inh 32, MEKK3 PB1 HTS 107, p-CIP stab down 16, CRFBP-R2 block -10, M4 PAM 2, IDE act 6, CRFR2-BP ag -0.2 and GalR3 antag -3.
`COC(=O)c1sc(N)c(C(=O)OC)c1COC(=O)C1CC(=O)N(Cc2ccco2)C1` (centres undefined) gave IDE inh 3, PHOSPHO1 inh -7, MEKK3 PB1 HTS 99, p-CIP stab down -5, CRFBP-R2 block -6, M4 PAM -1, IDE act -3, CRFR2-BP ag -0.6 and GalR3 antag 7.
For CC1(c2ccc(OC(F)F)cc2)NC(=O)N(CC(=O)NCCC2=CCCCC2)C1=O (centres undefined) the results were IDE inh 1, CRFBP-R2 block -14, M4 PAM 0, IDE act 0, CRFR2-BP ag 7.1 and GalR3 antag -6.
Screening O=C(N/N=C/c1ccc([N+](=O)[O-])o1)c1ccccc1NS(=O)(=O)c1cccs1 returned IDE inh 0, PHOSPHO1 inh 18, MEKK3 PB1 HTS 101, p-CIP stab down -16, CRFBP-R2 block -5, M4 PAM 26, IDE act -4, CRFR2-BP ag -1.9 and GalR3 antag -2.
Screening CC(=O)OCc1nc2sc3c(c2c(=O)[nH]1)CCCC3 returned IDE inh -1, PHOSPHO1 inh -11, MEKK3 PB1 HTS 106, p-CIP stab down 2, CRFBP-R2 block -14, M4 PAM 6, IDE act 1, CRFR2-BP ag 0.2 and GalR3 antag 1.
CCCCn1c(N)c(N(C)C(=O)c2ccc(Br)o2)c(=O)[nH]c1=O was read as IDE inh 1, CRFBP-R2 block 5, M4 PAM 12, IDE act 3, CRFR2-BP ag 0.6 and GalR3 antag -5.
Screening COc1cccc(COC(=O)C2CCN(S(=O)(=O)c3ccc(Cl)cc3)CC2)c1OC returned IDE inh -4, CRFBP-R2 block 11, M4 PAM -9, IDE act 3, CRFR2-BP ag 7.3 and GalR3 antag 0.
`C=CCN1C(=O)CS/C1=N/c1nccs1` gave IDE inh -2, PHOSPHO1 inh 13, MEKK3 PB1 HTS 110, p-CIP stab down -11, CRFBP-R2 block 7, M4 PAM 2, IDE act -2, CRFR2-BP ag -2.2 and GalR3 antag -1.
For CCN(CC)C(=O)C1=C(C)N(Cc2ccc(F)cc2)C(=O)C(CC(=O)NCc2cccs2)C1 (centres undefined) the results were CRFBP-R2 block -10, M4 PAM 8, CRFR2-BP ag 0.6 and GalR3 antag -6.
Screening CCOC(=O)Cn1c(C(=O)OCC)cc2sccc21 returned IDE inh 4, PHOSPHO1 inh 10, MEKK3 PB1 HTS 96, p-CIP stab down -16, CRFBP-R2 block 15, M4 PAM -4, IDE act 0, CRFR2-BP ag -1.5 and GalR3 antag -6.
`CC1CCN(C(=O)COC(=O)CNC(=O)c2ccccc2F)CC1` gave CRFBP-R2 block 0, M4 PAM 3, IDE act 2, CRFR2-BP ag 2.1 and GalR3 antag -3.

Gathered by group: the compounds so far containing bromine
`N#Cc1ccccc1CSc1nc2ncc(Br)cc2[nH]1` gave IDE inh 0, PHOSPHO1 inh 0, MEKK3 PB1 HTS 105, p-CIP stab down -10, CRFBP-R2 block 5, M4 PAM 2&-3, IDE act 0, CRFR2-BP ag 1.9 and GalR3 antag -2&-5.
CCCCn1c(N)c(N(C)C(=O)c2ccc(Br)o2)c(=O)[nH]c1=O was read as IDE inh 1, CRFBP-R2 block 5, M4 PAM 12, IDE act 3, CRFR2-BP ag 0.6 and GalR3 antag -5.
